Pf growth 48h: Primary qHTS for delayed death inhibitors of the malarial parasite plastid, 48 hour incubation; Potency, µM (highest dose often 28.7 µM), for the others: at the highest dose activity change, negative = inhibition, most hits filed as inhibitors; 5.9% of 310,000 active; P. falciparum luciferase growth in erythrocytes, 48 h; note: potency is the fitted concentration of half-maximal effect; % is set by controls: 0 for no effect and ±100 for the full control effect
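Cell-based growth assay: transgenic P. falciparum expressing firefly luciferase, cultured in red cells within RPMI 1640 containing 0.5% w/v Albumax, 24 mM bicarbonate and gentamycin. A drop in luciferase activity indicates inhibition.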
Pf growth 96h: Primary qHTS for delayed death inhibitors of the malarial parasite plastid, 96 hour incubation | P. falciparum luciferase reporter growth, 96 h | Potency, µM (titrated, usually from 28.7 µM), inactives show top-dose activity change, negative = inhibition, hits mostly inhibitors | 6.9% of 320,000 active | AID 504834, 2011; note: potency is the fitted concentration of half-maximal effect; % is set by controls: 0 for no effect and ±100 for the full control effect
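Erythrocytes infected with luciferase-expressing P. falciparum were dispensed at 2% hematocrit and 0.05% parasitemia (final), then incubated with compounds 96 hours at 37 C in 5% CO2. Luminescence after detection reagent addition reported growth.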
CHX counter: Cycloheximide Counterscreen for Small Molecule Inhibitors of Shiga Toxin; max response, %; cell reporter, cycloheximide protein synthesis inhibition counterscreen; AID 2314, 2010; 12% of 300,000 active; in the data active = max response mostly above about 13%, no sharp cut-off; inactive = mostly below about 14%; note: read at 38.3 µM for the half of the compounds with a filed dose; 0% is about no effect
HCV inh: qHTS Assay for Inhibitors of Hepatitis C Virus (HCV); Huh7.5.1 HCVcc-Cre infection, luciferase reporter, 44 h; Potency, µM (top dose mostly 41.8 µM), inactives show at the highest dose activity change, negative = inhibition, most hits filed as inhibitors; 3.4% of 340,000 active; AID 651820, 2012; note: potency is the fitted concentration of half-maximal effect; % is set by controls: 0 for no effect and ±100 for the full control effect
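Cells seeded at 1,000/well and cultured 4 h, then compounds added followed by HCVcc-Cre virus (~0.5 moi). After 44 h further culture, luciferase substrate was added, plates held 15 min at room temperature, and luminescence read for 15 sec.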
FBPA Giardia inh: qHTS Assay for Inhibitors of Fructose-1,6-bisphosphate Aldolase from Giardia Lamblia; Potency, µM (titrated, usually from 59.6 µM), for inactives: at the top dose activity, negative = inhibition, usual class: inhibitors; purified Giardia FBPA; A8B2U2; 0.71% of 290,000 active; note: potency is the fitted concentration of half-maximal effect; % is set by controls: 0 for no effect and ±100 for the full control effect; nearly all actives have a fitted effect of over 55% in size
Target sequence (A8B2U2 whole entry, looked up): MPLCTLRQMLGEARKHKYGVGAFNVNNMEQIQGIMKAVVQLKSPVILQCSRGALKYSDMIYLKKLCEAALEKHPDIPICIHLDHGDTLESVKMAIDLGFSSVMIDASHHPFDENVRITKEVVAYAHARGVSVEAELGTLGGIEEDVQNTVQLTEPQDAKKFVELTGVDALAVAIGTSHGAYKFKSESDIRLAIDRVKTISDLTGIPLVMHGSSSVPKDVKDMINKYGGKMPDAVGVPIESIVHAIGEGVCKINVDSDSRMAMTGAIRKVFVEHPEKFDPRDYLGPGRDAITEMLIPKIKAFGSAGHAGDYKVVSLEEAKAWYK
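40 nM FBPA preincubated 10 min at RT with compound (up to 57.5 uM final), then substrate plus GAPDH/TPI/NAD/arsenate coupling and diaphorase/resazurin added. Fluorescence read after 20 min at RT, 525/598 nm.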
Shiga toxin inh: A qHTS for Small Molecule Inhibitors of Shiga Toxin | Vero cells, Shiga toxin protein synthesis inhibition reporter | inhibition, % at 38.7 µM | 9.2% of 290,000 active | AID 2315, 2010; in the data active = inhibition mostly above about 28%, no sharp cut-off; inactive = mostly below about 43%; note: 0% is about no effect
The depositor's hits bear a star; u = inconclusive; x = not tested or not shown; [ ] = remark or other dose. Unless noted, calls come from the whole dose curve; as a rule, active = well fitted curve in the direction sought with a large enough effect; inconclusive = small, poorly fitted or top-dose-only effect, or another doubt; inactive = no such curve, though single readings can be large; an effect the other way counts as inactive or inconclusive. This is a random part of the collection; about 24% have a hit in one of these screens.

Screens in order: Pf growth 96h, Pf growth 48h, Shiga toxin inh, HCV inh, CHX counter, FBPA Giardia inh
> CC(C)CCOP(=O)(c1ccc(N(C)C)cc1)C(O)c1ccccn1 (configuration not stated)
    66%[activator], 5%, 20, 20%, -3, 6%
> CCNC(=O)CSc1nc2ccccc2c(=O)n1OC
    u, 14%, 31, 3%, -1, 1%
> COc1ccc(C)cc1NC(=O)c1cc2ccccc2cc1OCC(=O)NCc1ccco1
    u, x, 8, u, 30*, -3%
> CCn1c(SCc2ccc(C(=O)Nc3nccs3)cc2)nnc1-c1ccc(N)cc1
    x, 10µM*, 46, u, 20*, 0%
> CCC(C)Nc1nc(N)c([N+](=O)[O-])c(NCCO)n1 (configuration not stated)
    u, u, 8, 7%, -1, -2%
> O=C(COc1ccccc1)NCc1nnc(SCC(=O)Nc2nccs2)n1-c1ccccc1
    u, x, -8, 13%, -8, -1%
> O=C(N/N=C/c1ccc(Br)s1)c1cccs1
    -52%, u, 80*, u, 48*, 0%
> O=C(CNc1n[nH]c(=O)[nH]c1=O)N/N=C/C=C/c1ccccc1
    -19%, 6%, -9, 14%, -1, -1%
> CC(C)(C)c1nnc(NC(=O)CS(=O)(=O)Cc2ccccc2)s1
    -8%, 4%, -2, 7%, -1, -2%
> Cc1ccc(C)c(C(=O)CN2C(=O)CCC2=O)c1
    u, 0%, -17, 21%, -1, -1%
> Cc1c(-n2c(SCC(C)C)nc3ccccc3c2=O)c(=O)n(-c2ccccc2)n1C
    u, u, 9, -3%, -2, 5%
> O=C(CNC(=O)C1(c2ccccc2)CC1)Nc1ccc(F)c(F)c1
    21%, 5%, x, 31%[activator], x, x
> Clc1nc(-c2n[nH]nc2Cl)n[nH]1
    -17%, 11%, 10, 9%, -2, -18%
> CCn1nc(NC(C)=O)c2cc3ccc(C)cc3nc21
    -8%, -4%, -5, u, -4, -1%
> COc1ccc(/C=C(/CC(=O)NCc2ccc(Cl)cc2)c2nc3ccccc3s2)cc1
    u, 0%, 19, 0%, 19*, 10%
> CCc1ccc(NC(=O)CC2C(=O)N(c3ccc(C)cc3)C(=O)N2C2CC2)cc1 (configuration not stated)
    u, u, -2, 3%, 0, -1%
> CC(NC(=O)CSc1ncccn1)c1ccccc1 (configuration not stated)
    u, 11%, -15, 1%, -4, 1%
> CCOC(=O)C1=C(C)NC(=O)NC1
    57%, 24%, -6, 11%, -4, -16%
> CC(C)(C)OC(=O)CC[C@@H](C(=O)NCCCCCCCCCCC(=O)N1CCN(C(=O)OC(C)(C)C)CC1)n1cc(CCCCCNC(=O)OC(C)(C)C)nn1
    0.33µM*, 0.37µM*, x, -14%, x, x
> CCC(C)(C(=O)NC1CCCC1)N(C(C)=O)c1ccc(C)cc1 (configuration not stated)
    u, 7%, 10, -14%, 1, -1%
> Cc1ccc2cc(CN(CC3CCCO3)C(=O)C(C)C)c(=O)[nH]c2c1 (configuration not stated)
    u, u, -1, 14%, -6, 4%
> COc1ccc(S(=O)(=O)CCC(=O)NC2CCCCC2)cc1
    5%, 11%, -13, -2%, -3, 13%
> Cc1cc2oc(=O)cc(CN3CCCCC3)c2cc1O
    39%[activator], 11%, 26, -20%, 27*, -7%
> CC(NC(=O)C1CCC(CNS(=O)(=O)c2ccccc2)CC1)c1ccccc1 (configuration not stated)
    18%, -3%, -15, 0%, -4, 9%
> COc1cc(/C=C2/NC(=O)N(Cc3ccccc3F)C2=O)cc(OC)c1OC
    -11%, -14%, -4, u, -3, 10%
> CC1(C)CC(=O)C2=C(C1)Nc1ccccc1NC2c1cc(Cl)ccc1O (configuration not stated)
    u, 13%, 2, 14%, 7, 0%
> CCc1nnc(SCc2cn3c(C)cc(C)nc3n2)n1N
    49%[activator], 23%, -3, 6%, -5, -20%
> CCOc1ccc(/C=C/C(=O)Nc2ccc(C(N)=O)cc2)cc1OC
    -13%, 9%, -10, 5%, 4, 0%
> c1ccc2[nH]c(CN3CCCCCC3)nc2c1
    x, u, -3, 10%, 4, -13%
> COc1cc(OC)cc(-c2c(C#Cc3ccsc3)c3cc(-c4ccc(OC)nc4)ccc3n2C)c1
    u, u, x, u, x, x
> CC(O)CN1C(=O)C(CC(=O)Nc2ccc(Cl)cc2)SC1=Nc1ccccc1 (configuration not stated)
    -3%, u, -2, -11%, -3, -8%
> COc1ccccc1C(=O)Nc1ccc(S(=O)(=O)Nc2cc(C)on2)cc1
    1%, -9%, -1, 15%, -2, 9%
> COCC(=O)Nc1ccccc1C(=O)NC(C)C
    x, -3%, -12, 8%, 4, 1%
> Cc1cccn2c(=O)nc(SCC(=O)N3CCCCC3)nc12
    13%, 9%, x, -1%[8.37 µM], x, x
> COC(=O)c1ccc(=O)c2nc3/c(=C/O)c(O)cc(=O)c3[nH]c12
    u, u, 11, u, 1, -21%
> CC(C)Cc1ccc(CN2CCCC(NC(=O)CCN3CCOCC3)C2)cc1 (configuration not stated)
    u, -17%, -3, x, 3, x
> COC(=O)c1cccc(NC(=O)CCNC(=O)c2ccco2)c1
    -1%, 5%, -3, u, 1, 5%
> Cc1cccc(N2C(=O)/C(=C/c3cccnc3)SC2=S)c1
    20%, 0%, -4, -2%, -4, 3%
> CCOC(=O)Cn1c(C)[n+](CC(=O)c2ccccc2)c2ccccc21
    5.2µM*, u, -3, 18%, -4, 3%
> CCOc1ccc(Br)cc1S(=O)(=O)Nc1ccc(C(=O)OCC(=O)N(C)c2ccccc2)cc1
    20%, -1%, -10, -12%, -1, 0%
> COc1cc(C(=O)OCC(=O)c2ccc(S(=O)(=O)N3CCCCC3)cc2)cc(OC)c1OC
    u, u, x, -12%, x, x
> O=C1NC2c3ccccc3CC2O1 (configuration not stated)
    -18%, 30%, -4, 12%, -4, 1%
> COc1ccc(N(CC(=O)NCCSCc2ccco2)S(=O)(=O)c2ccccc2)cc1Cl
    u, 12µM*, 9, u, -2, 9%
> CCCN(CCC)C(=O)/C=C/c1cccc([N+](=O)[O-])c1
    29%, 69%[activator], -6, 14%, -7, 1%
> Cc1ccc(C(=O)CSc2nnnn2-c2ccccc2)o1
    15%, 123%[activator], 49*, 8%, 25, -5%
> Cc1ccc(C(=O)NC2CCCCCC2)cc1N1CCCC1=O
    u, 0%, 14, 11%, 23*, 9%
> CCc1ccc(NC(=O)N2CCCCCC2)cc1
    51%[activator], 106%[activator], 87*, 6%, 49*, -8%
> C/C=C/c1ccc(OCCOc2ccc(C=O)cc2OC)c(OC)c1
    -8%, 0%, 9, 0%, 10, -10%
> O=C(NCc1ccc(F)cc1)C1CCN(S(=O)(=O)N2CCOCC2)CC1
    u, 4%, -12, 9%, -4, 3%
> COc1ccc(S(N)(=O)=O)cc1N(C)S(=O)(=O)c1ccccc1
    4%, 10%[5.75 µM], 15, 0%, -2, -5%

(further entries)
Screens in order: Pf growth 96h, Pf growth 48h, Shiga toxin inh, HCV inh, CHX counter, FBPA Giardia inh
> COC(=O)c1sc(SC)c(S(=O)(=O)C(C)C)c1N/N=C(\C#N)C(=O)c1ccccc1
    0%, -9%, -12, 7%, 1, 14%
> COC(=O)n1ccc(C(=O)Nc2ccccc2F)n1
    u, 77%[activator], 75, -14%, 27*, -8%
> Fc1ccc(C2CCCN2Cc2nc(Cc3ccccc3)no2)cc1 (configuration not stated)
    -11%, u, -5, 14%, -1, -3%
> CCCn1cnc2scc(-c3ccc(OC)cc3)c2c1=O
    -12%, -13%, x, -5%, 7, 2%
> COc1ccc(C(=O)N2CCCC(Nc3ccc(F)cc3)C2)cc1F (configuration not stated)
    10µM*, 24%, -8, -9%, -2, 14%
> CCOC(=O)c1c(C)[nH]c(C)c1S(=O)(=O)NCCCc1ccco1
    -4%, -1%, -3, -2%, -3, 6%
> CCN1C(=O)/C(=C/N2CCc3ccccc3C2)SC1=S
    -19%, 29%, 31, u, 16*, 20%
> O=C1OCC2=C1C(c1ccc(F)cc1)Sc1ccccc1N2 (configuration not stated)
    u, x, 26, -24%, 19, -18%
> O=C(NCCO)/C(=C\c1cccc([N+](=O)[O-])c1)NC(=O)c1ccco1
    -5%, 23%, -16, 3%, -8, 3%
> O=[N+]([O-])c1ccc(N2CCN(C(=S)Nc3ccc(F)cc3)CC2)cc1
    31%[activator], u, 16, -44%, -10, 1%
> CC(C)CC(=O)N1CCN(Cc2cccc(F)c2)CC1
    u, 34%[activator], -11, 12%, -2, u
> CC1CCC/C(=N\NS(=O)(=O)c2ccccc2)C1 (configuration not stated)
    56%[activator], 38%[activator], 7, 18%, 1, 0%
> COc1ccc(CN2C(=O)c3cccnc3C2=O)cc1S(=O)(=O)N1CCOc2ccc(C)cc21
    u, 10%, -4, 13%, 11, x
> Clc1ccc(-c2onc3c2CCCC3)cc1
    x, 1%, 27, u, 13, -2%
> COc1ccc(N2CC(C(=O)OCC(=O)c3cccc(OC)c3)CC2=O)cc1 (configuration not stated)
    x, 23%, 34, 16%, 4, 5%
> COC(=O)C1=C(C)NC(=O)C1(NC(=O)CN1CCCC1=O)C(F)(F)F (configuration not stated)
    u, 16%, 15, 11%, 4, 0%
> Cc1c(C(=O)NC2CCCCC2)oc2c1C(=O)CC(C)(C)C2
    u, -3%, -16, 5%, -3, 6%
> COc1ccc(NC(=O)C23CC4CC(C2)CC(n2cnc(Br)n2)(C4)C3)cc1Cl
    u, x, -13, u, -4, -6%
> COc1cccc(NC(=O)N2CCCC2C(=O)NCc2ccccc2)c1 (configuration not stated)
    34%[activator], 22%, -10, 4%, -2, 13%
> Cc1c(C#N)c2ccccc2n1CCOc1ccccc1F
    2.9µM*, 1.2µM*, -5, -28%, -2, -7%

Complete entries, looked up by structure. Values in the order: Pf growth 96h	Pf growth 48h	Shiga toxin inh	HCV inh	CHX counter	FBPA Giardia inh
Results for Cc1c(C(=O)NC2CCCCC2)oc2c1C(=O)CC(C)(C)C2 = u	-3%	-16	5%	-3	6%
Results for Cc1ccc(C(=O)CSc2nnnn2-c2ccccc2)o1 = 15%	123%[activator]	49*	8%	25	-5%
Results for Cc1ccc(C(=O)NC2CCCCCC2)cc1N1CCCC1=O = u	0%	14	11%	23*	9%
Results for CCC(C)Nc1nc(N)c([N+](=O)[O-])c(NCCO)n1 (configuration not stated) = u	u	8	7%	-1	-2%
Results for Cc1cc2oc(=O)cc(CN3CCCCC3)c2cc1O = 39%[activator]	11%	26	-20%	27*	-7%

The listing continues.
Screens in order: Pf growth 96h, Pf growth 48h, Shiga toxin inh, HCV inh, CHX counter, FBPA Giardia inh
> O=C(NNC(=O)c1cnccn1)c1ccc(Cl)c(Cl)c1
    3.7µM*, u, -2, u, 12, x
> CCn1cc(C2C(C(=O)Nc3ccc(Br)cn3)=C(C)NC3=C2C(=O)CCC3)c(C)n1 (configuration not stated)
    -29%, -5%, -7, 13%, 4, -1%
> COc1ccc2oc(C(=O)OCC(=O)NCc3ccccc3OC)c(C)c2c1
    -8%, -1%, x, u, x, x
> Cc1ccc2[nH]nc(C(=O)N3CCCC(C(=O)c4ccc(Cl)cc4)C3)c2c1 (configuration not stated)
    66%[activator][5.75 µM], -10%, 14, u, -1, -4%
> COc1ccc(C(=O)Nc2sc3c(c2C(N)=O)CCCC3)cc1OC
    x, x, 60*, x, 42*, 2%
> COc1ccc(S(=O)(=O)CC2(O)CCN(C(=O)C(C)(C)C)CC2)cc1
    37%[activator], 257%[activator], -2, 0%, -7, 5%
> Cc1ccc(C)c(NNC(N)=S)c1
    44%[activator], 28%, -8, 18%, -4, u
> S=c1nccc(-c2ccc(Cl)cc2)[nH]1
    12%, 20%, 3, -4%, 1, 3%
> CCCc1nnc(SCC(=O)NC2CCCCC2)n1CCOC
    103%[activator], 22%, -1, 8%, 1, 10%
> O=C(NCCc1csc(-c2cccnc2)n1)c1c(F)cccc1F
    -1%, -19%, -12, 11µM*, 4, 0%
> O=C1NC(=O)N(Cc2ccccc2)C(=O)/C1=C\C=C\c1ccco1
    u, 14%, 37, -15%, 30*, -4%
